# Imprint erasure = induces erasure of genomic imprints in mouse ES cells; mouse ES Peg3-LacZ reporter, beta-gal luminescence, 40 h; Potency, µM (titrated, usually from 60.7 µM), without a hit: at the top dose activity change, positive = activation, most hits filed as activators; 110,000 compounds, 0.02% hits;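 also: 0% = negative control wells on the plate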
#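 Imprint erasure is scored as LacZ activity from the silenced maternal Peg3 allele in feeder-free female ES cells cultured 40 h with LIF. Luminescence is normalized to in-plate negative controls and fitted to the Hill equation.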
# IkB sig inh = IkB pathway inhibition in ABC-DLBCL cells. ABC-DLBCL IkBa-CBG/CBR dual luciferase ratio, 4 h; response scale: scaled: untreated 0%, proteasome inhibitor 100%. Potency, µM (highest dose often 57.1 µM), for inactives: at the top dose IkBa stabilization activation. 110,000 compounds, 0.04% hits; active = well fitted curve in the direction sought with a large enough effect in the signal ratio, not every such curve was filed as active; inconclusive = small, poorly fitted or top-dose-only effect, or a change in a side signal; the % refers to the signal ratio;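 also: the direction sought is a rising ratio; 0% = basal untreated cells and 100% = reference inhibitor full response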
#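 Luminescence ratio of IκBα-fused green versus native red beetle luciferase in OCI-Ly3 cells, 4 h post-doxycycline with compound; red signal alone, scaled from basal (0%) to zero light (-100%), flagged nonspecific or cytotoxic effects.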
# p53ts 39C tox = kills p53ts cells at the nonpermissive temperature. H1299-p53A138V viability at 39C, ATP luminescence, 24 h. Potency, µM (top dose mostly 46.1 µM), for the others: top-dose activity change, negative = cell killing, most hits filed as cytotoxic. 130,000 compounds, 1.5% hits. AID 902; also: nearly all actives have a fitted effect of over 55% in size
# p53ts 32C tox = kills p53ts cells at the permissive temperature. H1299-p53A138V at 32C, ATP luminescence viability, 24 h. Potency, µM (titrated, usually from 46.1 µM), for the others: at the top dose activity change, negative = cytotoxicity, most hits filed as cytotoxic. 130,000 compounds, 0.93% hits;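 also: 0% = DMSO and -100% = full killing by reference compound; nearly all actives have a fitted effect of over 55% in size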
#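 Cells: H1299 p53ts (A138V), 600/well, pre-incubated 16–30 h at 37C. Cpd up to 46 uM, 24 h, 32C. Readout: ATPlite luminescence, 20 min RT. Normalization: DMSO vs tamoxifen 100 uM. AC50 by Hill equation.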
# * marks the source's active call; other numbers are inactive results; ? = inconclusive; . = not tested or not shown; [ ] = another dose, or the depositor's remark. Unless noted, calls follow the shape of the dose curve; as a rule, active = well fitted curve in the direction sought with a large enough effect; inconclusive = small, poorly fitted or top-dose-only effect, or another doubt; inactive = no such curve, though single readings can be large; an effect the other way counts as inactive or inconclusive. Unless noted, % is scaled to controls: 0 for no effect and ±100 for the full control effect; potency is read from the fitted curve at half-maximal effect. This is a random part of the collection (roughly 1.8% active in at least one column).
Structure,Imprint erasure,IkB sig inh,p53ts 39C tox,p53ts 32C tox
CCc1c(C)nc2cc(-c3ccc(OC)cc3)[nH]n2c1=O,-2%,-0.6%,?,?
Cc1ccc(-n2ncc(C(=O)N3CCN(c4ccccn4)CC3)c2C2CCN(C(=O)OC(C)(C)C)CC2)cc1C,-8%[10.9 µM],?,16%,-3%
O=C(Nc1nnc(CCc2ccccc2)s1)c1ccco1,-30%,7.1%,-5%,-5%
CC(CCl)OC(C)CCl (stereo not drawn),-4%,0.9%,-17%,-10%[1.84 µM]
Cc1ccc(C)c(-c2nnc(OCC(=O)Nc3cc(C)on3)c3ccccc23)c1,-17%,?,-7%,-12%
COc1ccc(-c2nc(SCC(=O)Nc3ccc4c(c3)OCO4)c(-c3ccccc3)[nH]2)cc1,-9%[10.9 µM],?,-28%,-5%
Cc1nc2cc(CO)ccc2s1,-3%,0.8%,-2%,2%
CCOc1ccccc1NC(=O)C1CCCN(S(=O)(=O)c2cccc3nsnc23)C1 (stereo not drawn),22%,1.1%,8%,17%
Cc1ccc2cccc(S(=O)(=O)Nc3c(C)n(C)n(-c4ccccc4)c3=O)c2n1,-15%,0.0%,1%,10%
CCOC(=S)SCC(=O)O,-12%[10.9 µM],0.7%[11.4 µM],-11%[9.22 µM],0%[9.22 µM]
CCCCC#CC1C=CC(Oc2cc(OC)c(OC)c(OC)c2)C(CO)O1 (stereo not drawn),.,.,5%[9.22 µM],2%[9.22 µM]
CCOc1ccccc1-c1nc(-c2ccc(NC(=O)Cc3ccccc3OC)cc2)no1,-17%,9.8%,-16%,4%
CC(=O)N1CCCC1c1nc2ccccc2n1Cc1cccc(C)c1 (stereo not drawn),-4%[10.9 µM],12%,0%,-6%
COCCCNC(=O)CCc1nc2cccnc2n1Cc1ccc(OC)cc1,-5%,0.5%,8%,6%
CCC(=O)N1CCc2cc(Br)cc(S(=O)(=O)CCC(=O)NCC3CCCO3)c21 (stereo not drawn),-9%,0.5%,-3%,-1%
Cc1cc2c(c3oc(=O)c4ccccc4c13)CN(Cc1ccc(F)cc1)CO2,-10%[10.9 µM],?,5%,-6%
COc1ccc(OC)c(NC(=O)C(NS(=O)(=O)c2ccc3c(c2)CCCC(=O)N3)C(C)C)c1 (stereo not drawn),-12%[10.9 µM],-0.8%,28%,1%
CCOC(=O)c1c(NC(=O)c2ccc(S(=O)(=O)N3CCCC(C)C3)cc2)sc2c1CCN(C(C)C)C2 (stereo not drawn),-22%[10.9 µM],?,?,?
O=C(NC1(C(F)(F)F)NC(=O)N(CCc2ccccc2)C1=O)c1ccccc1Cl (stereo not drawn),-7%[10.9 µM],2.1%,6%,9%
Cc1nnc2sc(-c3cc4ccccc4o3)nn12,-46%[inhibitor],-1.9%,-3%,0%
COc1cccc(CCNC(=O)c2cnc3sc(N4CCCC4)nn3c2=O)c1,-8%[10.9 µM],?,-4%,-3%
N#Cc1cc2ccc(N3CCOCC3)cc2cc1C#N,-17%,-0.2%,-6%,-3%
Cc1ccc(Cl)c2sc(NC(=O)CS(=O)(=O)c3ccc(Cl)cc3)nc12,-5%[10.9 µM],?,?,4%
CC(NC(=O)c1c(O)nc2ccccn2c1=O)c1ccccc1 (stereo not drawn),-9%[10.9 µM],-1.9%,-22%,6%
Cc1nn2c(C)c(C(=O)NCc3ccco3)cnc2c1-c1ccccc1,-15%[10.9 µM],?,5%,6%
CC(C)Sc1nnc(NC(=O)C2CC2)s1,-13%,-1.6%,4%,0%
CCn1c2ccccc2c2cc(/C=N/n3cnnc3)ccc21,2%,-0.2%,-18%,3%
CCCC(=O)NCCCc1nc2ccccc2[nH]1,-5%,1.7%,8%,3%
CCOC(=O)CSc1nnc(CNC(=O)c2ccc(OC)cc2)n1Cc1ccccc1,-7%,2.2%,-6%,6%
CCOc1cc(C2NC(=O)NC(C)=C2C(=O)OCc2ccccc2)ccc1O (stereo not drawn),.,3.1%,-1%,0%

# Further results follow.
Structure,Imprint erasure,IkB sig inh,p53ts 39C tox,p53ts 32C tox
CCc1nn(CC(=O)NCc2ccco2)c(=O)c2cc3c(OC)cccc3n12,23%[10.9 µM],-1.3%,13%,5%
C=CCn1c(=O)c2c(nc(-c3ccc(S(=O)(=O)O)cc3)n2C)n(C)c1=O,-4%,-7.6%,18%,-16%
COCCCNC(=O)c1ccc2c(c1)NC(=O)C(C(C)C)N2 (stereo not drawn),4%[10.9 µM],1.5%,25%,3%
O=C(CCn1[nH]c(=O)c2ccccc2c1=O)NCCO,-2%,1.3%,-2%,3%
CCOC(=O)Cc1csc(NC(=O)CSc2nnc(Cc3csc(N)n3)n2C)n1,-2%,-0.4%,4%,4%
Cc1c(CN(C)C)c2c(n1C)C(=O)c1ccc(Br)cc1-2,-8%,0.6%,0%,-2%
COc1ccccc1C1CC(=O)NC(C)=C1C(=O)OCC(C)C (stereo not drawn),-13%,-1.2%,-10%,39%[activator]
Cc1cccn2c(=O)c3cc(C(=O)N4CCc5ccccc5C4)n(C)c3nc12,0%,0.0%,-1%,1%
CCc1c(C)c2nncn2[nH]c1=O,-1%,0.8%,7%,6%
Clc1ccccc1-c1nc(NCc2cccs2)c2ccccc2n1,?,2.0%[11.4 µM],-7%,8%
COc1ccc(C(=O)Nc2ccc3c(c2)OCCO3)cc1,.,.,7.1µM*,6.3µM*
Cc1cccc(NC(=O)Cn2c(=O)n(Cc3ccccc3)c(=O)c3sc4ccccc4c32)c1,-7%[10.9 µM],7.7%,?,-28%
Cc1ccc(NC(=O)Cc2ccc(-n3c(C)nc4cccnc43)cc2)c(Cl)c1,-17%[10.9 µM],?,-26%,-2%
CCn1c(SCC(=O)N2CCN(c3ccccc3)CC2)nnc1-c1ccoc1C,-6%,2.3%,3%,-1%
N[C@H]1CCN(O)C1=O,-8%,0.2%,-5%,1%
CCOC(=O)C1CCCN(CC(=O)NC2=Nc3ccccc3N=C(C)C2c2ccccc2)C1 (stereo not drawn),17%,?,-3%,-1%
Cc1ccc(CNC(=O)CCC(=O)N2CC3CCCN3c3ccccc32)cc1 (stereo not drawn),-10%[10.9 µM],?,8%,1%
NC(=O)C1(N2CCCCC2)CCN(C(=O)Nc2ccccc2C(F)(F)F)CC1,.,.,2%,-16%
O=C(CSc1nc(-c2ccccc2)nc2cc(=O)[nH]n12)Nc1ccccc1,-16%[10.9 µM],?,-1%,4%
C=C(C)Cn1c(=O)c(NC(=O)c2ccccc2)c2n(c1=S)CCC2,-3%,-0.7%,6%,5%
COc1ccc(C)cc1NC(=O)C1CCN(S(=O)(=O)c2c(C)noc2/C=C/c2ccco2)CC1,-7%[10.9 µM],1.0%,25%,-6%
O=C(COC(=O)c1ccc2c(c1)OCCO2)NCCC1=CCCCC1,-6%,1.0%,-11%,3%
COc1ccc(-c2nnc(SCc3cc(C)cc(C)c3)o2)cc1,-13%,1.4%,3%,-3%
O=C(CN1CCN(c2ccc(Cl)cc2)CC1)Nc1cccc(F)c1,-8%,0.7%,-16%,18%
CCOC(=O)C1=C(C)NC(SC)=NC1c1ccccc1 (stereo not drawn),.,.,3%,-6%
O=C(CN1C(=O)CSC1=O)NCc1ccccc1,-7%,0.3%,-3%,0%
CCOC(=O)c1cnn(-c2ncnc3sc(C)c(C)c23)c1N,3%,1.6%,18%,3%
CCOC(=O)c1cnc(-n2cc(C)cn2)nc1NCc1ccc2c(c1)OCO2,-3%,0.6%,-3%,5%
O=C(Nc1ccc(Cc2ccncc2)cc1)c1ccco1,-16%,2.3%,-20%,?
CCCC(=O)N1CCc2cc(OC)c(OC)cc2C1COc1ccccc1OC (stereo not drawn),-13%[10.9 µM],-0.7%,-21%,1%

# Retrieved by structure from the list above (5):
Structure,Imprint erasure,IkB sig inh,p53ts 39C tox,p53ts 32C tox
O=C(Nc1ccc(Cc2ccncc2)cc1)c1ccco1,-16%,2.3%,-20%,?
COc1ccccc1C1CC(=O)NC(C)=C1C(=O)OCC(C)C (stereo not drawn),-13%,-1.2%,-10%,39%[activator]
Cc1ccc(NC(=O)Cc2ccc(-n3c(C)nc4cccnc43)cc2)c(Cl)c1,-17%[10.9 µM],?,-26%,-2%
COc1ccc(C(=O)Nc2ccc3c(c2)OCCO3)cc1,.,.,7.1µM*,6.3µM*
O=C(CN1CCN(c2ccc(Cl)cc2)CC1)Nc1cccc(F)c1,-8%,0.7%,-16%,18%

# Next compounds follow.
Structure,Imprint erasure,IkB sig inh,p53ts 39C tox,p53ts 32C tox
Cc1ccc(CNC(=O)CC(C)CC2=NS(=O)(=O)c3ccccc3N2)cc1 (stereo not drawn),?,-1.4%,5%,2%
CC1=CCC(C(=O)O)C(C(=O)O)C1 (stereo not drawn),-3%,-0.1%,9%,2%
CCN(C(=O)CCS(=O)(=O)c1ccc2c(c1)oc(=O)n2C)c1ccc(OC)cc1,6%[10.9 µM],?,-14%,-3%
O=C(CSc1nnc(-c2cccs2)o1)OC1CCCCC1,.,-18%,8%,-9%
Cc1ccc(-n2ncc(C(=O)N3CCCCC3)c2C2CCN(C(=O)OC(C)(C)C)CC2)cc1C,6%[10.9 µM],?,12%,2%
CC(C)c1ccc2c(c1)CCC1C(C)(C(N)=O)CCCC21C (stereo not drawn),?,.,-2%,-2%
Cc1cccc(NC(=O)CSc2nc3c(oc4ccccc43)c(=O)n2-c2ccccc2)c1,.,.,-5%,?
CCOc1ccc2c(c1)NC(c1ccc(OCC)c(OCC)c1)=NC(c1ccc(F)cc1)=N2,-8%[10.9 µM],-1.3%,-7%,-2%
Cc1ccc(OC(=O)C(F)(F)F)c2c1NCCC2,-4%,1.0%,6%,0%
COc1ccc(NC(=O)C2CCCN2C(=O)NCc2ccccc2)cc1OC (stereo not drawn),.,.,16%,-6%
CCn1c(N2CCC(Cc3ccccc3)CC2)nc2c1c(=O)[nH]c(=O)n2C,-24%,?,9%,-5%
COCc1cc(=O)n2c(-c3ccc(C)cc3)n[nH]c2n1,-30%,?,10µM*,10µM*
Cc1ccc2c(c1)nnn2C1CCN(S(=O)(=O)c2ccc(C(=O)N(C)C)cc2)CC1,-13%,2.9%,-4%,1%
CCOc1ccc(Cl)cc1S(=O)(=O)n1cnc2ccccc21,-7%,-3.6%,7%,-7%
CCOc1ccccc1NC(=O)c1ccccc1NS(C)(=O)=O,3%,-0.8%,14%,2%
COc1ccc(N2CC(NC(=O)CCc3ccccc3)CC2=O)cc1OC (stereo not drawn),12%[10.9 µM],-0.2%,-1%,-6%
CC(=O)Nc1ccc(S(=O)(=O)CCC(=O)O)cc1,.,.,24%,4%
O=C(c1ccc(C(F)(F)F)cc1)N1CCCCC1,-7%,2.2%,-10%,-4%
CCOC(=O)c1cc(-c2ccccc2)n(CCCC(=O)Nc2ccc(C)c(Cl)c2)c1C,-13%[10.9 µM],8.0%,-23%,5%
Cc1nc2ccc(Cl)cc2nc(C)/c1=N\O,18%,2.1%,2%,5%
Cc1noc(C)c1C(=O)N1CCC2(CC1)CN(c1ccccn1)C2,.,-0.7%[11.4 µM],3%,-9%
O=C(NCc1ccccc1)C1CCN(S(=O)(=O)N2CCOCC2)CC1,?,-1.9%,-1%,12%
COc1ccc(C2C3=C(CC(C)(C)CC3=O)Nc3c2c(=O)[nH]c(=O)n3Cc2ccccc2)cc1 (stereo not drawn),-4%,6.7%,14%,4%
Cc1cccc(C)c1OC(=O)CSc1nnc(CNC(=O)c2ccccc2)o1,-11%[10.9 µM],-2.0%,0%,-3%
COc1ccc(-c2[nH]c(-c3ccc(O)cc3)nc2-c2ccccc2)cc1,12%[10.9 µM],?,?,-20%
O=C(c1ccc2c(c1)OCCO2)N(Cc1cccnc1)c1nc2ccc(F)cc2s1,-1%[10.9 µM],?,13%,-22%

# 2 of these compounds in a different format:
CC(C)c1ccc2c(c1)CCC1C(C)(C(N)=O)CCCC21C (stereo not drawn)
  Imprint erasure: ?
  IkB sig inh: .
  p53ts 39C tox: -2%
  p53ts 32C tox: -2%
Cc1cccc(NC(=O)CSc2nc3c(oc4ccccc43)c(=O)n2-c2ccccc2)c1
  Imprint erasure: .
  IkB sig inh: .
  p53ts 39C tox: -5%
  p53ts 32C tox: ?

# High-throughput results from PubChem.
